NALP1 inh: inhibitors of NALP1 inflammasome in yeast; S. cerevisiae NALP1/ASC/caspase-1 growth, X-gal OD620, 72 h; inhibition, % at 10 µM; 280,000 compounds, 0.61% hits; AID 2071; in the data active = inhibition mostly above about 24%, no sharp cut-off; inactive = mostly below about 32%; note: some compounds called inactive have numbers as strong as hits
IDE act: boosts human insulin-degrading enzyme activity in HEK cells; P14735; activation, % at 5.96 µM; 340,000 compounds, 0.073% hits; FAbeta-B cleavage, fluorescence polarization; 0% vehicle, 100% cell-free pure enzyme wells;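 active = activation above the mean of all tested compounds plus 3 SD, set per screening campaign, cut at about 17% in these data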
PHOSPHO1 block: inhibitors of human PHOSPHO1 phosphatase; 290,000 compounds, 1.1% hits; Q8TCT1; recombinant PHOSPHO1, absorbance phosphatase assay; inhibition, % at 13.3 µM; AID 1565; in the data active = inhibition above about 60%
Target sequence (Q8TCT1 whole entry, looked up): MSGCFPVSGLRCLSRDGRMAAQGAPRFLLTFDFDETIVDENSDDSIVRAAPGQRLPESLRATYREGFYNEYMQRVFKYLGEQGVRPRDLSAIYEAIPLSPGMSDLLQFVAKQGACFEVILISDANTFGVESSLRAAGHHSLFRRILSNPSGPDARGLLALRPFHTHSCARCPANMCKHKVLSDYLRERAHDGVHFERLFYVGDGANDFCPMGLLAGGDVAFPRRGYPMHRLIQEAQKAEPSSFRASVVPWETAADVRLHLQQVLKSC
IDE inh: inhibits human insulin-degrading enzyme in HEK cells. FAbetaB cleavage, fluorescence polarization. inhibition, % at 5.59 µM. 320,000 compounds, 0.41% hits;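 active = percent inhibition above the average of all tested compounds plus 3 SD, set per screening campaign, cut at about 16% in these data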;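 note: IDE supplied by intact live HEK cells; FP after avidin binding of uncleaved biotin substrate so inhibition keeps polarization high; 0% = DMSO wells and 100% = 60 µM reference IDE inhibitor Ii1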
IMP-1 inhibitor: inhibitors of Pseudomonas aeruginosa IMP-1 metallo-beta-lactamase; purified IMP-1, nitrocefin hydrolysis, epi-absorbance fluorescence; inhibition, % at 5.6 µM; 290,000 compounds, 0.45% hits; AID 1556;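 active = inhibition above the mean plus 3 SD of all compounds in the same screening run, cut at about 4.5% in these data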;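 note: 0% = IMP-1 with DMSO and 100% = DMSO wells lacking enzyme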
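System: purified recombinant IMP-1 beta-lactamase. Medium: Zinc- and detergent-supplemented HEPES buffer, pH 7.1. Compound: one 5.6 µM dose […]. Schedule: 15 min preincubation plus 25 min reaction at 25 °C. Technique: Epi-absorbance fluorescence, 480 nm excitation, 530 nm emission.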
VIM-2 inhibitor: blocks Pseudomonas aeruginosa VIM-2 metallo-beta-lactamase; AID 1527; 290,000 compounds, 0.89% hits; inhibition, % at 5.6 µM; purified VIM-2, nitrocefin hydrolysis, epi-absorbance fluorescence;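 active = inhibition above the mean of all tested compounds plus 3 SD, cutoff set per screening run, cut at about 7.5% in these data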;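 note: red hydrolysis product quenches plate fluorescence so inhibitors raise well fluorescence; 0% = enzyme with DMSO and 100% = DMSO without enzyme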
GPR7 antagonist: antagonists of human GPR7 (neuropeptides B/W receptor 1); GPR7-expressing cells, fluorescence antagonist assay; P48145; 290,000 compounds, 1.1% hits; AID 1861; inhibition, % at 4.4 µM; in the data active = inhibition above about 16%, passing the limit was not always enough;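 note: cells stimulated with the agonist NPW; 0% = agonist with vehicle and 100% = vehicle without agonist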
Target sequence (P48145 whole entry, looked up): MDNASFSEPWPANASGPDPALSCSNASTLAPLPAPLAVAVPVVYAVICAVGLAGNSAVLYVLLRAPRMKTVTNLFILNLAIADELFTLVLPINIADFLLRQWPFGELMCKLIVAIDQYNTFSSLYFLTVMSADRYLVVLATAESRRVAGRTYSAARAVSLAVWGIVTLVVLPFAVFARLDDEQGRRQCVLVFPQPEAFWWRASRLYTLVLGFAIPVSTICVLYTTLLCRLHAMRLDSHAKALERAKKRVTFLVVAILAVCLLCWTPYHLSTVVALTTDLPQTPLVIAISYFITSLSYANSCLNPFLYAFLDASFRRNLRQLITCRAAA
M18AAP inhibitor: blocks P. falciparum M18 aspartyl aminopeptidase; recombinant PfM18AAP, H-Glu-NHMec fluorogenic cleavage; inhibition, % at 7.35 µM; 290,000 compounds, 1.2% hits; AID 1822;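 active = inhibition above the campaign mean inhibition over all tested compounds plus 3 SD, cut at about 28% in these data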;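 note: 0% = plate median of test compound wells and 100% = 2 mM ZnCl2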
pCIP destab: compounds decreasing mouse p/CIP protein stability; Q05BA5; F442A p/CIP-EGFP cells, EGFP fluorescence, 16 h; decrease of EGFP signal, % at 10 µM; 290,000 compounds, 0.01% hits; AID 1984;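 active = EGFP signal decrease of at least 30% at 10 µM or well 3 SD below plate mean, unless failing retest; inactive = the rest, including hits failing retest or dose response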; note: some compounds called inactive have numbers as strong as hits; many of its hits are not listed in these tables
Active calls of the source: *; · = not tested or not shown.

1. COc1c2c(nc3occc13)C(CC=C(C)C)(OC)C(OC(C)=O)CC2 (centres undefined)
2. CC(C)(C)c1ccc(C(=O)N2CCN(c3ncccn3)CC2)cc1
3. COc1cc(/C=C/C(=O)OCC(=O)Nc2ccc3c(c2)OCCO3)ccc1O
4. COc1ccc(Cl)cc1NC(=O)CCS(=O)(=O)c1cc2c(cc1C)NC(=O)CO2
5. CN1C(=O)c2ccc(NC(=O)c3cccc4ccccc34)cc2C1=O
6. CCOc1ncccc1C(=O)OCc1cccc([N+](=O)[O-])c1
7. O=C(CN1CCN(c2ccc(Cl)cc2)CC1)c1ccc2c(c1)OCO2
8. COC(=O)C1(C)NC(c2cccs2)C2C(=O)N(c3ccccc3F)C(=O)C21 (centres undefined)
9. CCC1CCCCN1Cc1ccc(OC)c(C)c1 (centres undefined)
10. Cc1ccc(-n2cnc3c(sc4nc(N5CCOCC5)c5c(c43)CCCC5)c2=O)cc1

Compound | 1 | 2 | 3 | 4 | 5 | 6 | 7 | 8 | 9 | 10
IDE inh | 1 | 3 | 2 | -3 | 1 | 2 | 5 | 5 | 7 | -4
pCIP destab | -19 | -14 | -20 | -13 | 1 | 4 | 5 | -4 | -8 | -6
GPR7 antagonist | -12 | 9 | 8 | -6 | 11 | -9 | -11 | -6 | -5 | -7
NALP1 inh | 2 | 24 | 27 | -8 | 21 | 10 | -13 | 14 | 5 | -2
VIM-2 inhibitor | -1.6 | -4.6 | -3.1 | -1.9 | -0.9 | -0.5 | -0.4 | -0.4 | -2.5 | -2.4
IMP-1 inhibitor | -1.6 | -3.4 | -3.2 | -3.9 | 0.6 | 2.5 | -1.0 | -1.9 | -4.0 | -2.2
M18AAP inhibitor | -7 | 2 | 2 | 4 | -13 | -7 | 6 | -4 | -7 | -2
IDE act | 4 | -1 | 4 | 3 | 5 | -2 | -1 | 1 | 6 | ·
PHOSPHO1 block | 3 | 42 | -9 | -145 | -19 | -11 | 18 | 10 | 8 | 33

Reformatted: entries from further up
Sequence of screens – IDE inh | pCIP destab | GPR7 antagonist | NALP1 inh | VIM-2 inhibitor | IMP-1 inhibitor | M18AAP inhibitor | IDE act | PHOSPHO1 block
8) COC(=O)C1(C)NC(c2cccs2)C2C(=O)N(c3ccccc3F)C(=O)C21 (centres undefined)
    5 | -4 | -6 | 14 | -0.4 | -1.9 | -4 | 1 | 10
2) CC(C)(C)c1ccc(C(=O)N2CCN(c3ncccn3)CC2)cc1
    3 | -14 | 9 | 24 | -4.6 | -3.4 | 2 | -1 | 42
3) COc1cc(/C=C/C(=O)OCC(=O)Nc2ccc3c(c2)OCCO3)ccc1O
    2 | -20 | 8 | 27 | -3.1 | -3.2 | 2 | 4 | -9
7) O=C(CN1CCN(c2ccc(Cl)cc2)CC1)c1ccc2c(c1)OCO2
    5 | 5 | -11 | -13 | -0.4 | -1.0 | 6 | -1 | 18

Following part.
11. Cc1cccc(NC(=O)C2CCCN(C(=O)Nc3ccc(F)cc3)C2)c1 (centres undefined)
12. Cc1cc(C)c(C(=O)CN2C(=O)NC3(CCC(C)CC3)C2=O)cc1C (centres undefined)
13. CC1CC(C)CN(C(=S)Nc2ccc3nc4n(c(=O)c3c2)CCCCC4)C1 (centres undefined)
14. Cc1cc(=O)oc2cc(OCc3ccc(C(=O)OCC(=O)Nc4ccc(N(C)C)cc4)cc3)ccc12
15. Cc1ccc(-c2cc(C(F)(F)F)nn2-c2ccc(S(N)(=O)=O)cc2)cc1
16. Cn1c(COc2ccccc2)nc2ccccc21
17. Cc1onc(-c2ccc(Cl)cc2Cl)c1-c1csc(COc2ccccc2)n1
18. CCSc1nnc(NC(=O)CSc2c(Cl)cccc2Cl)s1
19. CCc1nnc(NC(=O)CSc2nnc(CNc3ccc(OC)cc3)n2C)s1
20. O=C(NC1CC1)c1ccc(CSCc2ccccc2Cl)o1

Compound | 11 | 12 | 13 | 14 | 15 | 16 | 17 | 18 | 19 | 20
IDE inh | 6 | 3 | 1 | · | -2 | 1 | 0 | 2 | 2 | 8
pCIP destab | 6 | -4 | -4 | 0 | -2 | -7 | -12 | -1 | 3 | -17
GPR7 antagonist | -7 | 6 | -9 | -12 | -28 | -4 | -21 | 2 | 0 | 1
NALP1 inh | 0 | -28 | 8 | 8 | 7 | 10 | -13 | 13 | 17 | 32
VIM-2 inhibitor | -4.6 | 0.8 | 0.1 | -1.5 | -2.1 | -3.0 | -1.6 | -4.0 | -5.4 | 0.9
IMP-1 inhibitor | -4.2 | -1.9 | -3.6 | -0.7 | -5.4 | -2.0 | -2.3 | 0.6 | -3.1 | 0.0
M18AAP inhibitor | -4 | -5 | -11 | 5 | 4 | 6 | 4 | 5 | -7 | 4
IDE act | 2 | 5 | 1 | -1 | 3 | 5 | 4 | -2 | 3 | 7
PHOSPHO1 block | 11 | 37 | -15 | 57 | 0 | -75 | 44 | -2 | -23 | 7

21. COc1ccc(-n2c(Cc3cccn3C)nnc2SCC(=O)Nc2ccc(F)cc2)cc1
22. Cc1c(Cl)cccc1NC(CC(=O)c1ccccc1)C(=O)O (centres undefined)
23. CCN(CC(=O)NCc1ccc(F)cc1)C(=O)c1cc2ccccc2o1
24. O=C(COC(=O)c1ccncc1)Nc1cc(Cl)ccc1Cl
25. CC(=O)Nc1ccc(S(=O)(=O)Nc2ccc3c(c2)OCCO3)cc1
26. O=C1CCCC(=O)C1=C1SCCCS1
27. COc1cccc(NC(=O)CN2CCN(CC(=O)Nc3ccc(F)cc3)CC2)c1
28. Cc1ccc(C(=O)OCC(=O)N2CC(C)OC(C)C2)cc1 (centres undefined)
29. Cc1oc2cc(OC(C)C(=O)O)ccc2c(=O)c1Oc1ccccc1 (centres undefined)
30. C/C(=N/OC(=O)c1c(-c2ccccc2Cl)noc1C)c1cnccn1

Compound | 21 | 22 | 23 | 24 | 25 | 26 | 27 | 28 | 29 | 30
IDE inh | 4 | 5 | 1 | -2 | 8 | -6 | 2 | 1 | 5 | 2
pCIP destab | 6 | -6 | 2 | 11 | -7 | -15 | -2 | -1 | -11 | -22
GPR7 antagonist | 1 | -11 | -2 | -11 | -2 | -7 | 16 | -9 | -14 | -2
NALP1 inh | 20 | 16 | 14 | 5 | -6 | 12 | 26 | 15 | 24 | 10
VIM-2 inhibitor | -2.4 | 1.1 | -3.2 | -2.9 | -1.7 | -2.4 | -1.3 | 0.3 | -3.5 | 0.1
IMP-1 inhibitor | -4.0 | -4.9 | -2.3 | -1.6 | -2.5 | -2.6 | -0.4 | -1.9 | -4.6 | -0.6
M18AAP inhibitor | 4 | -71 | 4 | 2 | 5 | -1 | -12 | -5 | -9 | -6
IDE act | 3 | -1 | 1 | 10 | 6 | 1 | -3 | 3 | 3 | -1
PHOSPHO1 block | -6 | 3 | 22 | -2 | 17 | 6 | 35 | 28 | 8 | 52

31. CN(C)/C=C(\C#N)C(=O)c1cccnc1Oc1cccc(F)c1
32. C=CCn1c(SCC(=O)Nc2cc(NC(C)=O)ccc2OC)nnc1-c1cccnc1
33. O=[N+]([O-])c1ccccc1S(=O)(=O)Nc1ncccn1
34. CC(C)C(C)NC(=O)COC(=O)c1cc(S(=O)(=O)N(C)C)ccc1N1CCCC1 (centres undefined)
35. CCOC(=O)N1CCN(C(=O)C2CCN(c3ncnc4c3sc3cccc(F)c34)CC2)CC1
36. Cc1c(O)c(CN2CCCCC2)cc2c1oc(=O)c1ccccc12
37. Cn1nnnc1SCC(=O)NNC(=O)c1ccc(Cl)cc1
38. O=C1c2ccccc2C(=O)C12OC(c1ccccc1)C1(C(=O)c3ccccc3C1=O)C2c1ccc([N+](=O)[O-])cc1 (centres undefined)
39. Cc1ccn2cc(CCNS(=O)(=O)c3ccc4ccccc4c3)nc2c1
40. O=S(=O)(Nc1ccc(-c2cn3c(n2)SCC3)cc1)c1ccccc1F

Compound | 31 | 32 | 33 | 34 | 35 | 36 | 37 | 38 | 39 | 40
IDE inh | -5 | 8 | 1 | 10 | 8 | 5 | 7 | -3 | -4 | 2
pCIP destab | 0 | -20 | -10 | -16 | -14 | -12 | -9 | · | -14 | 5
GPR7 antagonist | -3 | -3 | -4 | 5 | -4 | -3 | -4 | -8 | -8 | 4
NALP1 inh | 4 | 12 | 6 | -14 | -6 | -8 | 10 | · | 13 | -1
VIM-2 inhibitor | -1.9 | -4.0 | -0.6 | 0.7 | 18* | 5.5 | -1.7 | -3.4 | -1.6 | 4.5
IMP-1 inhibitor | -2.8 | -0.9 | -3.7 | -2.1 | 1.0 | -1.7 | -2.0 | -5.3 | -0.5 | -2.3
M18AAP inhibitor | -2 | -7 | 6 | -7 | 2 | 2 | 3 | 9 | -1 | -4
IDE act | -5 | -2 | 0 | · | -3 | 4 | 2 | 4 | 2 | 2
PHOSPHO1 block | 33 | 2 | -23 | 16 | 4 | 40 | 25 | · | 25 | -11

41. S=C(Nc1ccc(Cl)cc1Cl)NC1CCCCC1
42. CC[n+]1c(C)sc2sc3ccccc3c21
43. COC(=O)c1ccccc1NC(=O)CN1CCC(NC(=O)c2ccccc2C)CC1
44. CCN(CC)S(=O)(=O)c1ccc2[nH]cc(C(=O)NCCN3CCCCC3C)c(=O)c2c1 (centres undefined)
45. CC(=O)NCC(=O)OCC(=O)c1ccc2ccccc2c1
46. CCOC(=O)C1(Cc2cccc(OC)c2)CCCN(CCO)C1 (centres undefined)
47. N#Cc1ccc(COC(=O)c2ccc3c(=O)[nH]c(CN4CCOCC4)nc3c2)cc1
48. Cc1cc(=O)[nH]c(SCc2nc3ncccn3c2Br)n1
49. N#Cc1c(-c2ccco2)cc(C2CC2)nc1SCC(=O)c1ccccc1
50. O=S(=O)(Nc1ccc(S(=O)(=O)N2CCOCC2)cc1)c1ccc(Br)cc1
51. COc1cccc(OCC(=O)O/N=C(\N)c2ccncc2)c1
52. Cc1ccc2c(c1)N(C(=O)CCC(=O)Nc1ccccc1Cl)CC(C)O2 (centres undefined)
53. CCC(=O)Nc1nc2ccc(NC(C)=O)cc2s1

Compound | 41 | 42 | 43 | 44 | 45 | 46 | 47 | 48 | 49 | 50 | 51 | 52 | 53
IDE inh | 0 | 11 | 11 | -2 | 3 | -3 | 2 | -2 | 1 | -8 | -3 | -1 | 4
pCIP destab | -3 | -13 | 2 | 20 | 6 | 2 | -11 | -5 | -20 | -7 | -9 | 7 | 1
GPR7 antagonist | -19 | -8 | -11 | -8 | -2 | 15 | -5 | 3 | -8 | -12 | -1 | -5 | 11
NALP1 inh | 20 | · | -6 | 10 | -7 | 12 | 8 | 2 | -20 | 18 | 1 | 4 | -17
VIM-2 inhibitor | -2.3 | -1.6 | -1.3 | -1.0 | -3.1 | 1.0 | -1.1 | -3.2 | 0.2 | -3.3 | 0.2 | -4.7 | -2.2
IMP-1 inhibitor | -1.8 | -4.5 | -1.6 | -2.3 | 1.8 | 0.1 | -4.7 | -2.4 | -0.3 | -2.0 | -0.4 | -3.7 | 6.2*
M18AAP inhibitor | -1 | 60* | -8 | 2 | -10 | 4 | -5 | 6 | -11 | -1 | -2 | 5 | -19
IDE act | 2 | · | 4 | -1 | -1 | 7 | 3 | 0 | -3 | 5 | 4 | -4 | -1
PHOSPHO1 block | -12 | 53 | -10 | 13 | 4 | 41 | -18 | 38 | 37 | 30 | 36 | 7 | 6

Bioassay records as filed in PubChem.
